NCI-60 one-dose screen, 48 h, at 10 µM unless noted. Numbers give growth in % (100 = growth as untreated, 0 = no growth, -100 = all killed).
MALME-3M: MALME-3M melanoma. 78,000 tested, 5.8% active. AID 1794766
UACC-62: UACC-62 melanoma. 81,000 tested, 5.4% active
M14: M14 melanoma | 80,000 tested, 6.2% active
SK-MEL-28: SK-MEL-28 melanoma | 81,000 tested, 4.1% active
MDA-MB-435: MDA-MB-435 melanoma. AID 1794794. 82,000 tested, 7.8% active
UACC-257: UACC-257 melanoma | 78,000 tested, 4.4% active | AID 1794764
SK-MEL-5: SK-MEL-5 melanoma | 80,000 tested, 6.4% active | AID 1794755
SK-MEL-2: SK-MEL-2 melanoma; 77,000 tested, 4.7% active
The depositor's hits bear a star; . = no result given; & = joins results of further samples; [ ] = dose if it differs, or a comment. How the source made its calls: active means growth percent below 10; inactive means the rest.

Structure,MALME-3M,UACC-62,M14,SK-MEL-28,MDA-MB-435,UACC-257,SK-MEL-5,SK-MEL-2
C/C(O)=C(/N=Nc1ccc(-c2nc3ccc(C)c(S(=O)(=O)O)c3s2)cc1)C(=O)Nc1ccccc1,119,92,104,110,133,92,103,74
CCCOc1ccc(/C=N/NC(N)=S)cc1,120,81,.,91,97,89,95,93
O=C1CCSC(=S)N1c1ccccc1,98,94,102,100,103,100,100,99
NC(=S)Nc1ccc(Cl)cc1,110,97,97,123,119,93,107,106
CC1=C/C(=C\c2ccco2)C(=O)O1,102,102,99,97,108,102,103,106
COc1cc(-c2nn(C(=O)NCCN3CCCCC3)cc2-c2ccncc2)ccc1Cl,98,83,83,95,98,97,91,95
Cc1ccc(N2C(=O)CCSC2=S)cc1,92,91,99,104,98,98,97,101
Cc1nc2c(cnn2-c2ccccc2)c(=O)n1-c1ccc(NC(=O)c2ccc([N+](=O)[O-])cc2)cc1,66,60,75,82,66,49,18,71
CCN1[C@@H]2CC[C@H]1/C(=C\c1cc(OC)ccc1OC)C(=O)/C2=C/c1cc(OC)ccc1OC,94,68,81,92,86,82,72,79
O=C1N[C@H]2[C@H](CS[C@H]2CCCCC(=O)N(CCP(c2ccccc2)c2ccccc2)CCP(c2ccccc2)c2ccccc2)N1,92,88,97,100,96,80,88,81
Cc1ccc(C)c(-n2c(-c3ccc(Br)cc3)csc2=NC(=O)c2ccccc2F)c1,74,61,81,97,67,57,47,101
Cc1nc2ccccc2c(=O)n1Cc1nnco1,108,87,89,107,97,.,.,109
COc1ccc(C2CC(c3ccc(S(=O)(=O)NCCNc4nc(Nc5ccc(F)cc5)nc(N(C)C)n4)cc3)=Nc3c(N)nc(N)nc3N2)cc1 (centres undefined),106,82,82,86,83,100,72,107
Fc1cc(C(F)(F)F)ccc1-c1cncnc1NC1CCCCCC1,118,79,105,111,104,94,92,99
c1cncc(-c2nnc(-c3ccncc3)o2)c1,99,95,106,115,101,100,98,105
COC1(C)NC(Cl)=C(C#N)C(C#N)(C#N)C1(C)C (centres undefined),112,96,98,102,113,111,105,116
COc1ccc(-c2oc3cc(O)cc(O)c3c(=O)c2OC)cc1O,69,.,28,.,-34*,79,.,13
O=C(O)c1ccc(N2C(=O)/C(=C/C3=Cc4ccccc4OC3)SC2=S)cc1,100,91,96,104,100,101,98,107
CCNC(=O)Oc1ccc(/C(=C(/CC)Cc2ccccc2)c2ccc(OCCN3CCCC3)cc2)cc1,107,98,93,99,102,90,92,108
C/C(=N\N1C(=O)c2ccccc2NC1c1ccccc1Br)c1c(O)cc(C)oc1=O (centres undefined),91&106,91&92,88&100,91&108,83&107,112&97,100&96,110&110
CC(=O)N1CCN(C(=O)Cn2c(-c3ccc(Cl)cc3)csc2=N)CC1,133,82,95,91,85,91,86,96
O=C(N[C@@H](c1ccccc1)[C@H](N=Cc1ccccc1)c1ccccc1)c1ccccc1,104,102,97,116,104,101,100,103
COc1cc(NCC(O)CN2CCCCC2C)c2ncccc2c1 (centres undefined),109,103,94,103,98,125,95,114
O=C(N/N=C/c1cccc(C(F)(F)F)c1)c1ccc(C(F)(F)F)nc1Nc1cccc(O)c1,111,91,107,114,100,108,106,96
CCCCNC(=O)c1c(C)[nH]c(/C=C/C(=O)c2ccc(C(F)(F)F)c(F)c2)c1C,93,88,97,104,99,103,96,98
Nc1nc(C(=O)N/N=C/c2ccc(F)cc2)nn1-c1ccc(S(N)(=O)=O)cc1,89,94,99,107,100,103,107,104
N#CC(CCc1ccncc1)c1ccccc1 (centres undefined),108,100,101,103,106,108,108,100
CC1(C)CC[C@]2(C(=O)N3CCNCC3)CC[C@]3(C)C(=CC[C@@H]4[C@@]5(C)CCC(=O)C(C)(C)[C@@H]5CC[C@]43C)[C@@H]2C1,112,99,109,.,105,106,102,105
O=C(NN(Cc1ccccc1)Cc1ccccc1)c1ccccc1,93,88,91,114,111,112,105,101
COc1cc(CC(=O)n2ncc3cc(N)ccc32)cc(OC)c1OC,87,98,100,111,96,111,97,109

A draw from above in order of length of the SMILES, low to high:
Structure,MALME-3M,UACC-62,M14,SK-MEL-28,MDA-MB-435,UACC-257,SK-MEL-5,SK-MEL-2
Cc1nc2ccccc2c(=O)n1Cc1nnco1,108,87,89,107,97,.,.,109
C/C(=N\N1C(=O)c2ccccc2NC1c1ccccc1Br)c1c(O)cc(C)oc1=O (centres undefined),91&106,91&92,88&100,91&108,83&107,112&97,100&96,110&110
C/C(O)=C(/N=Nc1ccc(-c2nc3ccc(C)c(S(=O)(=O)O)c3s2)cc1)C(=O)Nc1ccccc1,119,92,104,110,133,92,103,74

Entries of single compounds as entered above:
Record of CCCOc1ccc(/C=N/NC(N)=S)cc1 = MALME-3M = 120; UACC-62 = 81; M14 = .; SK-MEL-28 = 91; MDA-MB-435 = 97; UACC-257 = 89; SK-MEL-5 = 95; SK-MEL-2 = 93
Record of Fc1cc(C(F)(F)F)ccc1-c1cncnc1NC1CCCCCC1 = MALME-3M = 118; UACC-62 = 79; M14 = 105; SK-MEL-28 = 111; MDA-MB-435 = 104; UACC-257 = 94; SK-MEL-5 = 92; SK-MEL-2 = 99
Record of O=C(O)c1ccc(N2C(=O)/C(=C/C3=Cc4ccccc4OC3)SC2=S)cc1 = MALME-3M = 100; UACC-62 = 91; M14 = 96; SK-MEL-28 = 104; MDA-MB-435 = 100; UACC-257 = 101; SK-MEL-5 = 98; SK-MEL-2 = 107

(further entries)
Structure,MALME-3M,UACC-62,M14,SK-MEL-28,MDA-MB-435,UACC-257,SK-MEL-5,SK-MEL-2
CS(=O)(=O)c1ccc(-c2nn(-c3ccccc3)cc2/C=C/C(=O)c2ccc(Br)cc2)cc1,71,79,.,102,95,96,92,103
Cc1ccc(Cc2cnc(NC(=O)/C=C/c3ccc(C)o3)s2)cc1,35,32,12,66,-53*,63,24,54
Cc1cccc(-c2nc(Nc3ccc(C(=O)O)cc3)c3ccccc3n2)c1,111,105,89,97,97,102,71,123
Cc1cccc(NC(=S)Nc2cccc(C)n2)n1,91,93,102,119,104,98,95,.
O=C1Nc2ccccc2C1=Nc1ccc2[nH]c3ccccc3c2c1,96,96,90,100,103,104,89,113
CC/C=C\C[C@@H](O)C/C=C1/C(=O)C=C[C@H]1C/C=C\CCCC(=O)OC,10,-51*,-1.6*,-33*,1.9*,56,-82*,78
OCC(O)COc1ccc(Cl)cc1 (centres undefined),89,96,108,110,103,103,117,78
C=C(C)[C@@H]1CC[C@]2(C(N)=O)CC[C@]3(C)[C@H](CC[C@@H]4[C@@]5(C)C/C(=C/c6cccnc6)[C@H](O)C(C)(C)[C@@H]5CC[C@]43C)[C@@H]12,5.9*[100 µM],25[100 µM],34[100 µM],26[100 µM],9.0*[100 µM],38[100 µM],-78*[100 µM],-13*[100 µM]
Cc1ccc2oc(=O)cc(Cn3nnc(N)c3C#N)c2c1,101,92,95,100,94,104,97,107
COc1ccc(-c2cc(-c3ccccn3)[nH]c(=O)c2C#N)cc1,104,94,96,103,103,98,99,106
CN(C)CCCOc1ccc(NC2=C(Cl)C(=O)C(Nc3ccc(OCCCN(C)C)cc3)=C(Cl)C2=O)cc1,-72*,-75*,-72*,39,-89*,-88*,-97*,-40*
CCC(=O)OCC(=O)C1(OC(=O)CC)C(C)CC2C3CCC4=CC(=O)C=CC4(C)C3(Cl)C(O)CC21C (centres undefined),87,90,90,101,107,93,.,102
CCSc1cnnc2ccccc12,124,102,105,107,105,113,107,115
C#CCOC(=O)[C@]1(C)CCC[C@@]2(C)[C@H]1CC=C1C=C(C(C)C)CC[C@@H]12,114,83,105,98,105,95,107,101
NS(=O)(=O)c1ccc(CN2C(=O)c3cc(Cl)c(Cl)cc3C2=O)cc1,99,100,104,115,.,112,101,113
COC(=O)[C@]12CC[C@@H](C)[C@H](C)[C@@H]1C1=CC[C@@H]3[C@@]4(C)C[C@@H](OC(C)=O)[C@H](OC(C)=O)[C@@](C)(COC(C)=O)[C@@H]4[C@H](O)C[C@@]3(C)[C@]1(C)CC2,5.2*,.,14,39,17,.,-72*,-2.4*
N#CC1=C(N)Oc2cc(O)ccc2C1c1cc2ccccc2n2nnnc12 (centres undefined),110,88,83,99,108,100,107,101
COC(=O)c1cccc(NC(=O)c2nnn(-c3ccc(C)cc3)c2C)c1,90,72,91,92,91,91,66,97
CCOC(=O)C(Cc1cc(I)c(O)c(I)c1)NC(=O)c1ccccc1 (centres undefined),99,92,99,101,100,93,100,98
CCCC1OCC(CC)([N+](=O)[O-])CO1 (centres undefined),102,106,94,107,97,95,64,.
COc1ccc(/C=N/NC(=O)c2ccc(C)nc2)cc1,78,87,110,104,102,88,102,76
CC(C)(C)OC(=O)N1CCc2c(sc3ncnc(Nc4ccc(NC(=S)Nc5ccccc5)cc4)c23)C1,102,86,92,105,100,94,91,.
COc1ccc(/C=N/Nc2nc3c([nH]2)c(=O)n(C)c(=O)n3C)cc1,100,103,107,110,93,105,94,96
CCCn1c(=S)sc2c(NCc3ccc(Cl)cc3Cl)nc(C)nc21,107,81,109,123,99,105,93,95
O=C1C(=O)N(Cc2cn(Cc3ccccc3)nn2)c2ccc(Cl)cc21,103,92,86,108,101,101,98,98
COc1ccc(/C=C/C(=O)n2cnc3c(N)ncnc32)cc1OC,94,73,79,76,89,75,90,109
COc1cc(OC)c(NC(=O)c2cc3ccccc3cc2O)cc1Cl,20,3.0*,42,54,23,60,51,15
Nn1c(SCC(=O)Nc2ccc([N+](=O)[O-])cc2)nnc1-c1ccc(NC(=O)c2cccnc2)cc1,101,98,100,102,102,97,106,115
Nc1ccc(S(=O)(=O)Nc2cccc(NS(=O)(=O)c3ccc(N)cc3)c2)cc1,100,93,95,98,104,89,107,96
COc1ccc(-c2cn[nH]c2-c2cc(OC)c3c(c2)OCCO3)cc1,98,38,11,49,.,75,25,9.5*
C=C1c2nc3ccccc3n2C=C(c2ccc(OC)cc2)N1Cc1ccccc1,109,89,98,119,95,97,87,58
CC(=O)c1cccc(OC(=O)Oc2cccc(C(C)=O)c2)c1,125,102,103,105,115,109,106,101
Cn1c(O)c(N=NC(=O)Cc2c[nH]c3ccccc23)c2ccccc21,106,99,104,96,103,84,108,.
Oc1cc2ccccc2cc1O,98,106,106,102,116,126,102,.
Ic1nc(N=Nc2ccccc2)[nH]c1I,81,85,100,105,106,96,84,101
CC1=C(CC(=O)c2cccc([N+](=O)[O-])c2)C(=O)c2ccccc2C1=O,-87*,-51*,-42*,-90*,-56*,-14*,4.8*,-36*
CCOC(=O)c1cnc2ccccc2c1Nc1cccc(S(N)(=O)=O)c1,130,93,106,115,108,108,94,108
CCCCc1oc2ccc([N+](=O)[O-])cc2c1C(=O)c1ccc(C#Cc2ccccc2F)cc1,88,66,88,100,94,104,102,110
CCn1cc(C(=O)O)c(=O)c2cc(F)c(N3CCN(C(=O)c4ccc(Br)cc4)C(C)C3)c(F)c21 (centres undefined),105,82,104,102,97,103,99,103
N#Cc1c(NC(=O)CN(Cc2ccccc2)Cc2ccccc2)sc2c1CCCCC2,90,84,96,103,91,105,97,104
Oc1[nH]c2cc(Cl)ccc2c1/C=c1/cc2c(c(-c3ccc(C(F)(F)F)cc3)n1)=Nc1ccccc1-2,.,96,91,106,99,107,92,99
CC(=O)C(C)C(C)=O,101,117,99,98,106,107,.,111
COc1cc2c(cc1OCCCCCn1c3ccccc3c3ccccc31)N=C[C@@H]1CCCN1C2=O,-65*,-90*,.,-79*,-99*,-55*,-100*,-66*
COc1cccc(-c2cn3cc(Cl)sc3n2)c1,107,95,100,.,89,105,104,103
COC(=O)c1ccc(C2C3=C(CC(c4ccc(F)cc4)CC3=O)Nc3ccccc3N2C(=O)c2ccccc2)cc1 (centres undefined),103,95,101,100,108,104,89,95
COc1cc(NC(=O)c2sc3nc4c(cc3c2N)C(O)CCC4)cc(OC)c1 (centres undefined),78,73,75,85,8.4*,89,88,62
O=C1NC(=O)C2C3OC(C(Br)C3Br)C12 (centres undefined),102&116,110&105,89&113,107&95,110&111,98&98,101&110,108&135
Cc1ccc(N2CCOC2=O)cc1N1CCOC1=O,98,103,103,104,99,.,104,100
CCc1[nH]nc(-c2ccc(OC)cc2)c1-c1ccccc1OCCN(CC)CC,95,106,87,107,101,98,85,95
CCn1c2ccc(O)cc2c2c(C)c3c[n+](C)ccc3c(C)c21,-20*,17,52,32,65,.,7.6*,41
CC(=O)OC1Oc2ccc(C)cc2-c2oc(=O)c([Se]c3ccccc3)cc21 (centres undefined),125,112,102,115,104,113,113,.
Cc1cc(=O)oc2cc(OCCCOc3ccc(/C=C/C(=O)Nc4ccc(Br)cc4)cc3)ccc12,40,94,84,87,97,91,85,91
c1ccc(-c2nnc(Nc3ccc4c(c3)OCCO4)o2)c(NCc2ccncc2)c1,54,21,-18*,63,-35*,68,-50*,4.0*
C=CCc1c(C)ccc(C)c1OC,101,96,107,112,105,108,101,107
Nc1c(C(=O)c2ccccc2)sc2nc(-c3cc4ccccc4o3)cc(-c3ccc(Cl)cc3)c12,101,102,107,120,108,104,98,84
Cn1c2c(c(=O)[nH]c1=O)NC1=C(C(=O)c3ccccc31)C1(C=C(O)c3ccccc31)N2 (centres undefined),124,116,97,148,117,115,111,107
CCN1C2CCC1/C(=C\c1ccc(OC)cc1OC)C1=C2[C@@H](c2ccc(OC)cc2OC)C(C#N)=C(N)O1 (some centres undefined),90,69,92,85,78,81,76,82
C[C@]12CCC3c4ccc(O)cc4CCC3C1CCC2=O (some centres undefined),100,87,108,115,103,114,98,104

Rows are unselected (roughly 11% active in at least one column).
